Abs 340nm – compound light absorbance at 340 nm, profiling panel, artefact control, biochemical, MLSMR library, data from PS, PMK, MK assays. AID 708, 2007. 65,000 tested, under 10 active. fold change at 10 µM. compound absorbance at 340 nm, fold over control;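 active means at 10 µM dose, initial 340 nm absorbance at least 2 fold that of control wells; inactive means change under 2 fold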;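 further: initial absorbance extrapolated from kinetic A340 decline of NADH oxidation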
5HT1E antag – 5-HT1E receptor antagonists, primary screen, cell-based, HTS | hit rate 0.99% among 65,000 | AID 571, 2007 | CHO 5-HT1E Ga15 NFAT-bla reporter, FRET, antagonist | 5-hydroxytryptamine receptor 1E (Homo sapiens), P28566 | inhibition, % at 6 µM;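 active means inhibition above a set limit, the mean inhibition across every tested compound plus 3 SD, cut at about 29% in these data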;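 further: signal is the 460 over 535 nm emission ratio of beta-lactamase substrate; 0% = agonist plus DMSO wells and 100% = wells without agonist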
HER2 expr 66K – inhibitors of Her2 protein expression, primary screen, SKBR-3 cells, AlphaScreen, 66K library; Receptor tyrosine-protein kinase erbB-2 (Homo sapiens), P04626; SKBR-3 HER2 protein level, 18-24 h; active compounds read low; HER2 level % of control, % at 10 µM; hit rate 0.69% among 65,000;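 active means HER2 level under 5% of the carrier-only control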;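 further: 100% = DMSO carrier and 0% = 500 nM PU-H71 HSP90 inhibitor; lower value means stronger loss of Her2 protein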
Target sequence (P04626 whole entry, looked up): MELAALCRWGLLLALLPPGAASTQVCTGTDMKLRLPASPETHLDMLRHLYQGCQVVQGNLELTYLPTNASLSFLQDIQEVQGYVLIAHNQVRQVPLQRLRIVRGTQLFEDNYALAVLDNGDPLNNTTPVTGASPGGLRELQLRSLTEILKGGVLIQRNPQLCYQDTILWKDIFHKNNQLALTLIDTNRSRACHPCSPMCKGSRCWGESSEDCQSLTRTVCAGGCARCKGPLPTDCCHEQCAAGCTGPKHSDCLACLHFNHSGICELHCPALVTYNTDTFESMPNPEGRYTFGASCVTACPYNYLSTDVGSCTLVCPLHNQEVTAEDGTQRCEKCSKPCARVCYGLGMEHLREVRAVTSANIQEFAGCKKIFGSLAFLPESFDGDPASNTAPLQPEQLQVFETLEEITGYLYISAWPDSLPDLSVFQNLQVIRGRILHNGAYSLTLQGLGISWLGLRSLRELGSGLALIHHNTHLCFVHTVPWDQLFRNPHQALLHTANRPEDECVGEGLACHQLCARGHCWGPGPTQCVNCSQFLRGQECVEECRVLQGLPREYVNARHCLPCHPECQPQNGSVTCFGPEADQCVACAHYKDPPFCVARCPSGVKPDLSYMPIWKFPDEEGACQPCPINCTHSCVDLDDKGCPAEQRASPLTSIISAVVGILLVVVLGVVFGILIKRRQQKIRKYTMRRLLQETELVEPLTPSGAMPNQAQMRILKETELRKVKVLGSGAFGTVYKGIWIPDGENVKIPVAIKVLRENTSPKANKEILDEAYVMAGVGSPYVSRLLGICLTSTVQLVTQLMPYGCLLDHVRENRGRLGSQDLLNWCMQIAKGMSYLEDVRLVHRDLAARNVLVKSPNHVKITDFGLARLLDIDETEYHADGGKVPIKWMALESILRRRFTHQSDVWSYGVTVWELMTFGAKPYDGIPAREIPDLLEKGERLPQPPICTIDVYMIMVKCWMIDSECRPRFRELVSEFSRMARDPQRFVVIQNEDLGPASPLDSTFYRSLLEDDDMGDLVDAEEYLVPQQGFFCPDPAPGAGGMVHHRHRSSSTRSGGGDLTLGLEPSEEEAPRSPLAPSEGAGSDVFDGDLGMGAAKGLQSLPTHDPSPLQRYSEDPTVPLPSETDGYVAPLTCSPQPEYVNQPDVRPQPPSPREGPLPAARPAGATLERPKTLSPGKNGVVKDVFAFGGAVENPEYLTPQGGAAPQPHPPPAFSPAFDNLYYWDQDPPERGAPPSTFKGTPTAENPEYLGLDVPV
S1P1 ag pot – S1P1 agonists and agonism potentiators, primary screen, cell-based, primary and confirmation screens, CRE-bla reporter; Sphingosine 1-phosphate receptor 1 (Homo sapiens), P21453; hit rate 0.57% among 56,000; S1P1 CRE-bla cells, forskolin, beta-lactamase FRET, potentiator mode; S1P1 agonist co-added at EC20, 2 nM; 100% = saturating reference agonist, 0% = basal; activation, % at 9.5 µM; AID 449, 2006;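 active means activation above a cutoff set at the mean activation of all tested compounds plus 3 SD, cut at about 54% in these data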;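 further: forskolin at 4 µM as EC80 and the EC20 agonist is SEW2871; 100% = SEW2871 at its EC100 plus forskolin at EC80; some compounds past the cut are filed as inactive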
S1P3 ag – human S1P3 receptor agonists, primary screen, cell-based, primary and confirmation, NFAT-BLA reporter; Sphingosine 1-phosphate receptor 3 (Homo sapiens), Q99500; S1P3 NFAT-BLA reporter cells, agonism, FRET ratio; relative to 1 µM S1P, basal subtracted; activation, % at 4.5 µM; hit rate 0.1% among 60,000; AID 373, 2006;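 active means activation above the screen-wide mean plus 3 SD, cut at about 4.5% in these data, passing the limit was not always enough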; further: some compounds called inactive have numbers as strong as hits
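Assay system: stable CHO line with human S1P3, Gα16, NFAT-BLA reporter; Detection: FRET β-lactamase substrate fluorescence, excitation 405 nm, 460/535 nm emission ratio, background-subtracted; Read-out: percent activation versus median 1 µM S1P response, basal-subtracted, per plate; Incubation: cells plated overnight, compound 4 h 37 °C, substrate 2 h RT.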
Autofluor 339 – intrinsic fluorescence of library compounds, ex339/em460 – biochemical, MLSMR library, data from DPM-DC assay, artefact control, profiling panel; compound autofluorescence, ex339/em460 nm, NADH buffer; active compounds read high; 1 = no-compound wells, NADH background; fluorescence fold increase at 10 µM; hit rate 5.5% among 65,000; AID 709, 2007;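 active means at 10 µM, mean starting fluorescence two-fold or more over control wells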;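 further: signal is the first read of a kinetic run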
MMP-13 inhibitor – human MMP13 inhibitors, primary screen, biochemical, FRET peptide cleavage; Collagenase 3 (Homo sapiens), P45452; MMP-13 fTHP FRET cleavage, Mca fluorescence; inhibition, % at 4 µM; hit rate 0.07% among 65,000; AID 570, 2006;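 active means inhibition above the mean of compound-free control plate wells plus 3 SD, cut at about 14% in these data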;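 further: 0% = DMSO wells and 100% = wells with reference MMP-13 inhibitor after basal subtraction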
5HT1E ag – 5-HT1E receptor agonists, primary screen, cell-based, HTS; hit rate 0.69% among 65,000; activation, % at 6 µM; 5-hydroxytryptamine receptor 1E (Homo sapiens), P28566; CHO 5-HT1E Ga15 NFAT-bla reporter, FRET; 0% DMSO wells, 100% control agonist wells; AID 574, 2007;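 active means activation above a set limit, the screen-wide mean activation plus 3 SD, cut at about 8.5% in these data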;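 further: 100% = positive control agonist at 1 µM giving full maximal response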
5HT1a antag – human 5-HT1a receptor antagonists, primary screen, cell-based, CHO, Ga15 NFAT-bla reporter; 5-hydroxytryptamine receptor 1A (Homo sapiens), P08908; CHO 5-HT1a Ga15 NFAT-bla reporter, antagonist mode; inhibition, % at 10 µM; hit rate 0.68% among 62,000; AID 612, 2007;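 active means inhibition above the mean of all tested compounds plus 3 SD, cut at about 43% in these data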;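 further: receptor stimulated by 5-CT agonist at 100 nM near EC80; beta-lactamase reporter measured by ratiometric fluorescence of a cleavable substrate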
* marks the source's active call; other numbers are inactive results; · = not tested or not shown; [ ] = dose if it differs, or a comment.

SMILES	Abs 340nm	5HT1E antag	HER2 expr 66K	S1P1 ag pot	S1P3 ag	Autofluor 339	MMP-13 inhibitor	5HT1E ag	5HT1a antag
CCCOP(=O)(c1ccc(N(C)C)cc1)C(O)c1cc(OC)c(OC)c(OC)c1 (configuration not stated)	1.1	-7	77	5	-1.4	1.1	2	0.8	-3
COC(=O)CN(c1ccccn1)S(=O)(=O)c1ccccc1	1	-7	90	-22	-0.5	3.1*	-35	-0.2	-13
N#Cc1c(NCCO)nc(NCc2ccccc2)c2c1CCN(Cc1ccccc1)C2	1	-12	118	-8	-0.2	2.2*	-89[fluorescence artefact?]	0.7	-5
Cc1ccc(CCNC(=O)C2CCN(S(=O)(=O)c3cccc4nonc34)CC2)cc1	1.1	7	70	3	-2.6	1.1	-3	0.6	10
Cc1cccc(-n2nc3c(c2NC(=O)c2ccco2)CSC3)c1C	0.98	5	110	·	·	1.1	0	0.5	3
CC(C)C1C2=C(CC(C)(C)CC2=O)ON1c1ccccc1 (configuration not stated)	1	-3	90	1	0.0	1.9	1	0.3	-12
c1cc(N2CCCC2)ccc1C(c1nnnn1C1CCCCC1)N1CCOCC1 (configuration not stated)	1	-9	54	1	0.8	1.1	2	0.3	7
COc1cc(C(=O)Nc2nccs2)ccc1OCc1c(C)noc1C	1	-4	66	2	0.3	1.1	0	-0.2	-9
CN=CC1=C(O)c2ccccc2C1=O	1.1	-7	85	-9	-0.5	0.98	3	-0.4	-4
COc1cc2cc(C(c3nnnn3Cc3ccc(F)cc3)N3CCCCCC3)c(=O)[nH]c2cc1OC (configuration not stated)	1.1	10	112	19	-0.2	2.1*	-98[fluorescence artefact?]	-0.7	2
COc1cc(N=Cc2c(O)[nH]c3ccccc23)cc(OC)c1OC	1.2	4	63	-49	0.4	1	4	0.8	-4
COc1ccc(-c2nnc3ccc(SCC(=O)N4CCOCC4)nn23)cc1	1	-3	101	-20	-0.3	1.1	7	0.8	4
COC(=O)c1cn(CC(=O)N2CCCCCC2)c2ccccc12	1	14	64	1	-0.9	1.1	-1	-0.1	7
COc1ccc(N2CCN(C(=O)CCNS(=O)(=O)c3ccc(Br)s3)CC2)cc1	0.99	3	83	14	0.7	1	-1	0.1	-10
CC1=NCCN1S(=O)(=O)c1ccc(Br)c(C)c1	1	0	71	11	-0.3	1.1	6	-0.8	0
CC1CN(Cc2nc3c(c(=O)n(C)c(=O)n3C)n2CCCO)CC(C)O1 (configuration not stated)	0.98	-6	89	-9	0.3	1.1	0	0.4	-6
COc1ccc(CCNC(=O)CSc2nnc(CNC(=O)c3cccs3)o2)cc1OC	1	-8	105	·	·	1.1	4	0.7	-3
O=C(Cn1cc2c(n1)CCCCC2)NCCCN1CCOCC1	1.1	-8	101	-38	-0.2	1.1	0	0.5	4
CCS(=O)(=O)NCCc1cc2ccc(C)cc2[nH]c1=O	1.1	2	113	-4	-0.7	1.3	-6	-0.7	-2
CCN1CCCC1CNC(=O)c1cn(CC)c2ccc(S(=O)(=O)N3CCCCCC3)cc2c1=O (configuration not stated)	1	4	104	13	-0.3	1.1	4	-0.2	16
Cc1cc2nc(-c3ccc(SCC(=O)N4CCOCC4)nc3)[nH]c2cc1C	1.1	-8	95	·	·	2.2*	-64[fluorescence artefact?]	0.5	-2
CCOc1ccccc1N1CCN(C(=O)c2cc3c(s2)CCC3)CC1	1	-3	62	·	·	1.1	2	-1.0	-7
CCN1CCN(Cc2c(C)[nH]c3ccc(C(=O)OC)cc3c2=O)CC1	1.1	-9	122	-9	-0.5	1.4	-1	1.0	-7
O=S(=O)(NCc1cccnc1)c1ccc(Cl)c(Cl)c1Cl	1	1	105	1	-0.5	1	3	-1.1	-9
O=C(c1ccccc1)c1cc(F)c(N2CCOCC2)cc1Cl	0.93	12	97	3	-1.7	1.1	-10	0.0	3

Next section.
SMILES	Abs 340nm	5HT1E antag	HER2 expr 66K	S1P1 ag pot	S1P3 ag	Autofluor 339	MMP-13 inhibitor	5HT1E ag	5HT1a antag
CCCCCC(=O)N1CC2(C)CN(C(=O)CCCCC)CC(C)(C1)C2=O	1.1	-7	96	10	-2.2	1.1	-1	-1.5	·
CCOc1ccc(N2CC(C(=O)NC(C)C)CC2=O)cc1 (configuration not stated)	1	-2	100	5	-1.0	1.1	-7	0.1	10
CCCCCOC(=O)C1=C(C)NC(=O)NC1c1ccccc1OCC (configuration not stated)	1	8	114	-1	-1.2	1.1	2	0.6	8
CCOC(=O)C1=C(C)N(C)C(C)=C(C(=O)OCC)C1c1ccncc1	1.1	3	85	-3	-0.8	1.1	-2	0.0	28
CC1CCCC(NC(=O)CSc2ncccc2C(=O)O)C1C (configuration not stated)	0.97	-4	79	10	0.0	1	6	0.2	-11
OC(COc1c(Br)cc(Br)cc1Br)CN1CCOCC1 (configuration not stated)	1.1	0	85	16	-0.6	1.1	0	0.0	-4
CCCOC(=O)c1[nH]c2c(c1C)C(=O)CC(c1cc(OC)c(OC)c(OC)c1)C2 (configuration not stated)	0.97	12	92	80	-1.3	1	0	0.2	15
CCc1ccc(CN(C)CCc2ccccn2)cc1	1	7	91	12	-0.8	1	-3	-0.4	-4
Brc1ccc(-c2nn3c(-c4ccco4)nnc3s2)o1	1.1	6	98	3	-1.5	1.5	3	-0.1	-5
COc1ccc(CCNC(=O)C2CCCN2C(=O)Nc2cccc(C(C)=O)c2)cc1OC (configuration not stated)	1	-3	70	·	·	1.1	4	0.9	3
O=C(Cn1nnc(-c2ccc3c(c2)OCO3)n1)N1CCOCC1	1.1	7	95	14	-0.5	1.1	4	0.1	-5
Cc1nc(SCC(=O)NCc2ccccc2)c2c(=O)n(C)c(=O)n(C)c2n1	1.1	-2	101	12	-0.7	1.1	6	0.4	-16
CCOC(=O)c1cc(-c2ccc(C)o2)nn1CCC#N	1.1	0	·	·	·	1.1	2	-0.7	-14
CCOc1cc(S(=O)(=O)n2c(C)nc3ccccc32)ccc1F	1	-2	104	-11	0.0	1.1	2	-1.1	-4
CCOC(=O)Cc1nnc(NC(=O)CSc2nnc3c4ccccc4n(C(C)C)c3n2)s1	0.99	9	107	0	-0.4	1	2	0.1	-5
Cc1cc(N2CCN(Cc3ccc4c(c3)OCO4)CC2)n2ncnc2n1	0.93	7	95	3	-0.8	1.1	-3	-0.5	-1
CCSc1oc(-c2ccccc2)nc1S(=O)(=O)c1ccccc1	1	1	77	·	-1.1	1.2	6	0.3	7
Cc1[nH]nc2c1C1(CCN(C(=O)c3ccccc3)CC1)C(C#N)=C(N)O2	0.98	3	91	1	-0.3	0.96	-7	-0.2	3
Cn1c(Cc2ccccc2)nnc1SCCC(=O)Nc1ccccc1	1.1	-2	96	·	-0.9	1.1	4	1.0	17
O=C(COc1ccc(Cl)cc1)NCc1nnc(SCC(=O)NC2CCCCC2)o1	1	4	76	-7	-0.6	1.1	-3	-1.7	-2
CCc1cc2c(NCCC(=O)O)ncnc2s1	1	-9	·	·	·	1.1	-3	-0.1	0
CC(C)(C)c1ccc(C(=O)Nc2nonc2-c2nc3ccccc3[nH]2)cc1	1.1	-2	91	4	-0.7	1.4	-3	-0.8	-15
Cn1c(=O)c2c(nc(SCC(=O)Nc3ccc(N4CCOCC4)c(Cl)c3)n2C)n(C)c1=O	1.1	2	95	-8	-0.7	1.1	1	0.3	-11
O=c1n(Cc2ccccc2Cl)c2sc3c(c2c2ncnn12)CCCC3	1.1	-2	87	-8	-0.9	1.1	3	-1.0	-6
CCCCCn1c(CNC(=O)CCC)nc2ccccc21	1.1	10	56	15	-0.8	1.1	1	0.8	16

(listing goes on)
SMILES	Abs 340nm	5HT1E antag	HER2 expr 66K	S1P1 ag pot	S1P3 ag	Autofluor 339	MMP-13 inhibitor	5HT1E ag	5HT1a antag
Cc1ccc(C(=O)Nc2nc(COc3ccccc3)cs2)s1	1	-1	165	98*	-0.6	1.2	5	0.3	5
Cc1cc(C(=O)OCC(=O)N(C)C2CCS(=O)(=O)C2)c(C)n1-c1ccccc1 (configuration not stated)	1	7	109	1	-0.4	1	2	-0.4	1
COc1ccc(-c2nnc(SCC(=O)N3CCCc4ccccc43)o2)cc1OC	1	2	136	3	-0.8	1.1	-4	0.8	-1
O=C1CC(Nc2ccccc2)C(=O)N1c1ccc(N2CCOCC2)cc1 (configuration not stated)	1	2	99	·	-0.6	1.1	7	-1.0	-5
O=C(O)c1ccc(NS(=O)(=O)/C=C/c2ccccc2)cc1O	0.99	-1	71	-13	-1.0	1.1	1	-0.4	-4
CCCCc1ccc(NC(=O)COCC)cc1	0.99	3	97	·	·	1	5	-0.1	14
CC1CC(C)CN(C(=O)CCCn2c(=S)[nH]c3ccccc3c2=O)C1 (configuration not stated)	0.97	3	85	-11	-0.3	1.1	12	1.9	-4
CCC(=O)OC1=C2C(=Nc3c(c(=O)n(C)c(=O)n3C)C2c2ccccc2)c2ccccc21 (configuration not stated)	1.1	-12	131	-4	-1.6	1	0	-0.3	·
COc1ccc(C(O)c2nccn2Cc2ccccc2)cc1 (configuration not stated)	1	-4	77	-6	-0.2	1.1	0	1.0	-10
Cc1csc2nc(CNS(=O)(=O)c3ccc4c(c3)CCCC4)cn12	1	12	104	11	-0.7	1	1	-0.9	-27
COc1ccc(C2CC(c3ccc(C)cc3)Nc3nc(N)nn32)cc1 (configuration not stated)	1	-5	160	4	-2.9	1.1	7	-0.4	·
C/C(Nc1cccc(F)c1)=C(/C#N)C(N)=O	1	-3	139	-11	0.0	1	-5	0.8	5
CCOc1ccc2nc(NC(NC(C)=O)(C(=O)OC)C(F)(F)F)sc2c1 (configuration not stated)	1.1	10	92	-9	-0.5	1	5	-0.7	·
CCOC(=O)Cn1c(=O)oc2cc(S(=O)(=O)N3CCCC(C(=O)OCC)C3)ccc21 (configuration not stated)	1.1	16	84	4	-0.3	1.1	6	-1.2	3
Cc1cccc(N2CCN(C(=O)c3cc4ccccc4oc3=O)CC2)c1C	1	-12	109	-3	-0.2	0.91	4	0.8	-6
Cc1ccc(NC(=O)CN(c2cc(C)cc(C)c2)S(=O)(=O)c2c(C)noc2C)nc1	1.1	15	76	4	-1.7	1.1	4	0.3	40
O=c1c2ccccc2c(/C=N/n2cnnc2)c(O)n1-c1ccccc1F	1	-13	77	21	0.8	3*	-37	1.3	-8
CCN(CC)CCOc1ncnc2c1oc1ccccc12	1	0	233	4	-0.8	1.1	0	0.1	-9

Source: PubChem (several laboratories)
